# UHRF1 MBD2 ctr – UHRF1 methylated DNA binding inhibitors, primary screen, counter-screen for MBD2 inhibitor project, biochemical, TR-FRET, human UHRF1, single concentration | 0.75% of 370,000 active | inhibition, % at 4.4 µM | UHRF1 binding to methylated oligo | E3 ubiquitin-protein ligase UHRF1 (Homo sapiens), Q96T88 | AID 687016, 2013; in the data active means inhibition above about 21%;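 further: UHRF1 SRA domain binding a hemimethylated CpG hairpin DNA probe; 0% = median of test compound wells and 100% = reference inhibitor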
# Target sequence (Q96T88 whole entry, looked up, the tested form may be a part): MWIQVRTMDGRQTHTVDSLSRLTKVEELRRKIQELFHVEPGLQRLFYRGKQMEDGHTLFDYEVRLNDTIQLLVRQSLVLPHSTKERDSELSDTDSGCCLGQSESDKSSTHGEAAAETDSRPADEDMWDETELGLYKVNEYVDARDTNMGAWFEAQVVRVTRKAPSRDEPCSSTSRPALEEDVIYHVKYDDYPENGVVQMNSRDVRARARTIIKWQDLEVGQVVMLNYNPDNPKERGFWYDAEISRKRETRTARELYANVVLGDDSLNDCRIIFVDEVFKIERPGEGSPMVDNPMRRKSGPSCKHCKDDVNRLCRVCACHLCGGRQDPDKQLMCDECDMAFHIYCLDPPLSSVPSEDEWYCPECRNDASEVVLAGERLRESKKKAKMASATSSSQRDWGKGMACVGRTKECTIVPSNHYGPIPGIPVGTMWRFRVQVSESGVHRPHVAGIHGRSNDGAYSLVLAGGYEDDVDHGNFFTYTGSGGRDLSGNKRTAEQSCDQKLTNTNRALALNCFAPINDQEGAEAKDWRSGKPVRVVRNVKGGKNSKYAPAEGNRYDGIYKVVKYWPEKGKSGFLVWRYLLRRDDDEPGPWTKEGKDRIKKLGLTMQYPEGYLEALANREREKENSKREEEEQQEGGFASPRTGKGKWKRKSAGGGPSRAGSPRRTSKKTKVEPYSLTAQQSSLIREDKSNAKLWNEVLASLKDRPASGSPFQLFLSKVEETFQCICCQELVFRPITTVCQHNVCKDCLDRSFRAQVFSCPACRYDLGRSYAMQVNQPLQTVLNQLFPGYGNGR
# ARFGAP1 inhibitor – inhibitors of rat ARFGAP1 GAP activity, primary screen, biochemical, fluorescence polarization, GDP tracer; ADP-ribosylation factor GTPase-activating protein 1 (Rattus norvegicus), Q62848; 0.26% of 360,000 active; Arfgap1-stimulated ARF1 GTP hydrolysis, GDP FP detection; inhibition, % at 16.5 µM; AID 651572, 2012;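 active means inhibition above a per-plate limit, mean inhibition of low control wells plus 3 SD, cut at about 25% in these data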;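 further: 0% = DMSO wells with enzyme and 100% = wells lacking Arfgap1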
# Target sequence (Q62848 1-136 limits assumed): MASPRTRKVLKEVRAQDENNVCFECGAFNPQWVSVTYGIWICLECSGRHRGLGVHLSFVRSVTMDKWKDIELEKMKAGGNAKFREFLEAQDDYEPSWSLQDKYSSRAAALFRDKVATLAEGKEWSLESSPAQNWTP
#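 system = rat Arfgap1 catalytic domain, aa 1-136 | technique = FP, GDP Alexa 633 tracer displaced from anti-GDP antibody, 620/688 nm | compound = one concentration, 16.5 µM, DMSO 1.26% | medium = HEPES-based buffer, pH 7.5 | timing = compound-enzyme preincubation 20 min, reaction 120 min, detection 60 min, 25 °C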
# HGIII-sPLA2 inh – human group III sPLA2 inhibitors, primary screen, biochemical, QFRET, BODIPY PC-A2 liposome substrate. Group 3 secretory phospholipase A2 (Homo sapiens), Q9NZ20. QFRET BODIPY PC-A2 liposome hydrolysis, fluorescence. inhibition, % at 12.2 µM. 0.56% of 370,000 active;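 active means inhibition above mean plus 3 SD of compounds lying within the high and low control bounds, cut at about 19% in these data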;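 further: 0% = median of test compound wells and 100% = no enzyme DMSO wells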
# Tn6 DDE FP – inhibitors of Tn6 peptide binding to fibrin DD(E), primary screen, biochemical, fluorescence polarization, human fibrin, Tn6 probe; Fibrin DD(E) TRITC-Tn6 fluorescence polarization displacement; inhibition, % at 8.3 µM; 0.21% of 370,000 active;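 active means inhibition above a per-campaign cutoff: mean of compounds within control limits plus 3 SD, cut at about 15% in these data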;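 further: 0% = median of all compound wells on the plate and 100% = blocking peptide control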
# ASAP1 inh – inhibitors of human ASAP1 ArfGAP activity, primary screen, biochemical, fluorescence polarization; 0.19% of 360,000 active; inhibition, % at 16.5 µM; Arf-GAP with SH3 domain, ANK repeat and PH domain-containing protein 1 (Homo sapiens), …; ASAP1-stimulated ARF1 GTP hydrolysis, GDP FP detection; in the data active means inhibition above about 25%;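 further: 0% = vehicle with enzyme and substrate and 100% = no enzyme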
# PLCb3 inh – human PLC-beta3 inhibitors, primary screen, biochemical, fluorescence. inhibition, % at 12.2 µM. Purified PLC-beta3, fluorogenic substrate. 1-phosphatidylinositol 4,5-bisphosphate phosphodiesterase beta-3 (Homo sapiens), Q01970. 0.18% of 370,000 active; in the data active means inhibition above about 11%;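 further: 0% = median of compound wells on plate and 100% = full blocker control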
# DDE Tn7 FP inh – inhibitors of Tn7 peptide binding to fibrin DD(E), primary screen, biochemical, fluorescence polarization, human fibrin, Tn7 probe | Fibrinogen beta chain (Homo sapiens), P02675 | FP displacement of FITC-Tn7 peptide from fibrin DD(E); 0% = median of compound wells per plate | inhibition, % at 8.3 µM | 0.13% of 370,000 active;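 active means inhibition above the mean of compounds falling within the control limits plus 3 SD of them, cut at about 14% in these data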;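 further: 0% = plate median of compound wells and 100% = 10 µM Aha-Tn7 peptide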
#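 Assay system: Human fibrin DD(E) protein | Medium: Tris buffer with calcium and detergent, pH 7.8 | Reagent: 0.1 µM fluorescent Tn7 | Compound dosing: Single point at 8.3 µM | Times: 10 min preincubation, 3 h with tracer, room temperature | Detection: Fluorescence polarization of the labelled Tn7 tracer | Controls: Aha-Tn7 high control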
# proKLK7 act – proKLK7 zymogen activators, primary screen, biochemical, fluorescence intensity; 0.9% of 370,000 active; purified proKLK7, EDANS-DABCYL substrate fluorescence; 100% is mature enzyme control, 0% vehicle; activation, % at 7 µM; Kallikrein-7 (Homo sapiens), P49862; AID 652039, 2013;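 active means activation above the mean of all tested compounds plus 3 SD, computed per campaign excluding outliers beyond control limits, cut at about 13% in these data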
# Rev-erbA mod – modulators of Rev-erb alpha DNA binding, primary screen, biochemical, FITC-DNA, fluorescence polarization, uHTS; Nuclear receptor subfamily 1 group D member 1 (Homo sapiens), P20393; Rev-erbα–FITC-DNA binding, 90 min; activity, % at 10 µM; 0.79% of 370,000 active; AID 1259318, 2017;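 active means activity above about 14%, limit read from the data; passing the limit was not always enough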;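 further: 0% = DMSO wells with 35 nM protein and 100% = DMSO wells with 750 nM protein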
# PLCg1 inh – PLC-gamma1 enzyme inhibitors, primary screen, biochemical, fluorescence, purified enzyme; 1-phosphatidylinositol 4,5-bisphosphate phosphodiesterase gamma-1 (Homo sapiens), P19174; 0.84% of 370,000 active; fluorogenic substrate; inhibition, % at 12.2 µM; AID 720700, 2013; in the data active means inhibition above about 9.5%
# Starred values were filed as active, the others as inactive; nt = no result given.
# Each structure is followed by: UHRF1 MBD2 ctr	ARFGAP1 inhibitor	HGIII-sPLA2 inh	Tn6 DDE FP	ASAP1 inh	PLCb3 inh	DDE Tn7 FP inh	proKLK7 act	Rev-erbA mod	PLCg1 inh
CCN(CC)C(=O)CSc1nnc(-c2ccc(O)cc2)n1CC1CCCO1 (configuration not stated)
    -2	-4	5	-1	-6	3	-3	0.0	2	0
COc1cc(CC(=O)N(C)CC(=O)Nc2ccc(Cl)c(C(F)(F)F)c2)cc(OC)c1OC
    0	5	-4	-8	-6	-3	-5	0.7	-2	-1
Cc1cc(C=O)c(C)n1-c1ccc(Oc2ccc([N+](=O)[O-])cn2)cc1
    7	-8	-1	8	1	2	2	0.3	5	-1
COc1cccc(-c2cnc3c(NC(C)=O)cc(-c4cccc(C(=O)NCCO)c4)cn23)c1
    0	7	-3	-9	7	-64	-5	0.3	-3	-50
O=C(Nc1ccc(N2CCCCC2)c(Cl)c1)c1ccc2c(c1)OCCO2
    -3	-2	7	3	0	-1	2	-0.7	5	-2
Cc1ccc(-c2ccc(C(=O)NCc3ccc(Cl)cc3)o2)c2ccccc12
    3	-2	-1	5	-2	-41	1	-9.1	3	-26
Cc1ccc(S(=O)(=O)NC(CC(C)C)C(=O)Nc2ccncc2)cc1 (configuration not stated)
    1	-2	13	-8	-6	-5	3	0.2	-3	-1
O=C(C1CCN(S(=O)(=O)c2ccc(Br)cc2)CC1)N1CCOCC1
    -4	-5	0	0	-1	-4	2	-0.5	4	1
O=C(Nc1ccccc1)N(Cc1cccnc1)Cc1ccco1
    1	-8	4	-2	4	-3	-3	0.6	-2	-2
CCOC(=O)c1ccc(-n2c(C)nc3ccc(Br)cc3c2=O)cc1
    1	2	6	-3	9	-4	3	0.8	0	2
O=C1COc2ccccc2C(c2nnnn2-c2ccc3ccccc3c2)N1C1CC1 (configuration not stated)
    -2	nt	-8	2	nt	1	-5	-0.2	-3	-2
Cc1ccccc1NS(=O)(=O)c1cc(S(C)(=O)=O)ccc1Cl
    6	5	2	0	10	-2	3	0.9	-2	-1
CCN(CC)S(=O)(=O)c1ccc(NN=c2c(=O)c3ccccc3c2=O)cc1
    -2	5	1	3	20	-3	-6	0.4	3	0
Cc1cc(C)c(C#N)c(SCC(=O)N(CCC#N)c2ccc3c(c2)OCCO3)n1
    -1	0	1	3	-14	-15	-4	-0.2	-6	-13
COc1ccc(CCN2C(=O)CC(NNC(=O)c3cccc(O)c3)C2=O)cc1 (configuration not stated)
    -2	-11	-18	0	-1	2	-4	0.0	-5	1
CCOCN(C(=O)Cn1c(CO)nc2ccccc21)c1c(C)cccc1CC
    -1	11	-11	-3	6	2	6	0.2	0	1
Cc1cc(C)nc(Nc2nc(C(N)CCc3ccccc3)cs2)n1 (configuration not stated)
    1	9	7	3	13	11*	-9	0.0	-2	14*
CC(C)(C)c1nnc2cccc(Cl)n12
    -2	14	3	-2	3	-3	-2	0.1	nt	1
O=C(CN1C(=O)NC2(CCc3ccccc32)C1=O)Nc1ccccc1Cl (configuration not stated)
    -2	3	1	9	10	-4	2	-0.2	7	-4
CC(C)C(C(=O)NCc1ccco1)N(C(=O)CNS(=O)(=O)c1ccccc1)c1ccccc1 (configuration not stated)
    4	14	-8	-7	1	8	-2	-0.5	7	5
O=C(CC1CCCCC1)NCc1ccccc1
    2	-5	2	0	3	-5	-3	0.7	3	-2
Cc1cc(OCC(=O)C(C)(C)C)c2c(C)c(C)c(=O)oc2c1
    -3	-1	-6	-6	-9	-107	1	-1.1	4	-92
CN(C)c1ccc(NC(=O)c2cccc(N3C(=O)CCC3=O)c2)cc1
    -5	3	6	4	-2	-2	4	0.4	-1	-3
COc1ccc(C2C(C#N)=C(N)N(c3cccnc3)C3=C2C(=O)CC(C)(C)C3)cc1OC (configuration not stated)
    -11	-1	-31	-7	-1	-28	-10	-0.1	5	-26
Cc1ccc(-n2nc3c(N4CCC(C(=O)N5CCC(C(N)=O)CC5)CC4)nnc(C)c3c2C)cc1
    -1	3	1	1	2	-213	-11	-1.1	8	-137
COc1cc(CN2CCC(CO)(CCOc3ccccc3)CC2)cc(OC)c1
    8	7	-10	5	-14	-7	2	0.0	-3	0
CCCCNC(=O)C[C@H]1C[C@@]2(C(=O)OC)C(=C[C@H](C(C)C)O[C@@H]2C2CC2)N(CCC2=CCCCC2)C1=O
    -1	nt	0	4	nt	5	-9	1.1	-2	0
COc1ccc(CC(=O)O/N=C(\N)c2ccncc2)cc1
    1	9	1	-3	6	-6	-11	-0.4	-2	1
NC1=NC2(CCCCCC2)n2c(nc3ccccc32)N1
    1	5	4	-1	-2	0	-2	-0.3	3	1
CC(C)CC1NC(=O)N(CC(=O)N2c3ccccc3NC(=O)C2(C)C)C1=O (configuration not stated)
    3	-4	6	4	2	-9	-2	0.1	3	3

# Reprinted from the part before: two compounds, then new ones.
# Each structure is followed by: UHRF1 MBD2 ctr	ARFGAP1 inhibitor	HGIII-sPLA2 inh	Tn6 DDE FP	ASAP1 inh	PLCb3 inh	DDE Tn7 FP inh	proKLK7 act	Rev-erbA mod	PLCg1 inh
NC1=NC2(CCCCCC2)n2c(nc3ccccc32)N1
    1	5	4	-1	-2	0	-2	-0.3	3	1
CC(C)CC1NC(=O)N(CC(=O)N2c3ccccc3NC(=O)C2(C)C)C1=O (configuration not stated)
    3	-4	6	4	2	-9	-2	0.1	3	3
O=C(c1ccc(F)cc1)N(NC(=O)C(O)(c1ccccc1)c1ccccc1)c1ccccc1
    3	11	2	-4	6	-3	-3	-0.3	9	5
COc1ccc(C(=O)NCC(=O)OCC(=O)N2CCN(S(=O)(=O)c3ccccc3)CC2)cc1
    0	-2	1	6	-10	4	-2	-0.5	1	1
CSC1=C(C#N)C(=O)NC(c2ccc(Cl)cc2)S1 (configuration not stated)
    2	11	8	-3	8	-2	-8	0.0	-1	2
COC(=O)C1=C(C)NC2=C(C(=O)CCC2)C1c1cccc(C)n1 (configuration not stated)
    -1	4	8	3	-7	-302	7	4.3	-2	-241
N#CCSc1nnc(SCC#N)s1
    0	2	-2	2	10	-10	9	-0.2	-10	-2
Cc1ccccc1S(=O)(=O)Cc1ccc(C(=O)N(C)C2CCCCC2)o1
    6	11	1	-5	-2	-6	-2	-0.2	-6	5
O=C(NCCC1=CCCCC1)C1CCN(S(=O)(=O)c2cccc3cccnc23)CC1
    0	-13	-2	-1	-2	2	-1	0.5	-2	-2
O=C(NCC1CCCO1)/C(=C/c1ccccc1F)NC(=O)c1ccccc1 (configuration not stated)
    0	3	1	0	4	-10	-4	0.0	-5	-5
COc1cccc(CN2CCNC(=O)C2CC(=O)N(C)CCC2CCOCC2)c1 (configuration not stated)
    -4	5	-1	-1	1	-22	6	-0.2	-1	-11
O=C(NCc1ccccc1)NC1CCCCC1
    -2	2	3	1	-1	2	4	0.4	-1	1
NC(=O)C1CCN(c2ccnc3cc(Cl)ccc23)CC1
    -1	11	-1	-4	-1	-5	-3	-0.1	1	0
Cc1cc2cc(CN(CCCN3CCOCC3)C(=O)NC3CCCCC3)c(=O)[nH]c2cc1C
    1	-7	-5	6	-25	-27	7	1.4	-1	-23
Cn1nc(C(=O)OCC(=O)Nc2cc(Cl)ccc2C#N)c2ccccc2c1=O
    -2	7	-1	2	3	-4	-5	-0.5	3	-2
CC(C)c1ccc(CNc2ccc([N+](=O)[O-])cn2)cc1
    -2	2	-9	-3	5	-2	2	-0.8	1	4
O=C(NCCCn1ccnc1)/C(=C/c1cccnc1)NC(=O)c1ccco1
    -2	17	-3	1	-4	-6	-7	-0.6	2	-2
CNC(=O)CCCCCNS(=O)(=O)c1ccc(C)cc1
    4	-15	0	0	5	1	2	0.3	-1	2
COc1cc(/C=N/n2cnnc2)ccc1OCCOc1ccccc1
    -3	-3	-5	1	-13	-1	-3	-1.0	-3	-1
COc1ccc(Cl)cc1NC(=O)CN(C)CC(=O)Nc1ccc2c(c1)OCO2
    0	10	4	-5	-18	-8	5	0.1	8	-5
COc1ccc(NC(=O)Nc2cccc3ccccc23)cc1S(N)(=O)=O
    -2	-5	-9	-1	9	-39	-4	-3.1	3	-24
O=C(Nc1ccc(Cl)cc1)C1CCC(=O)N1Cc1ccccc1Cl (configuration not stated)
    4	-1	-7	1	-15	1	-7	-0.4	-1	0
CC(C(N)=O)N1c2cccc3cccc(c23)S1(=O)=O (configuration not stated)
    1	3	-1	-4	3	-208	-7	9.6	-4	-193
COc1ccc(Cl)cc1NC(=O)COC(=O)CCNC(C)=O
    -2	-5	-3	17*	-1	2	6	0.4	-2	0
CC(C)C[C@H]1CNC(=S)N1CC1CCCN1C[C@H](CC(C)C)N1C[C@H](Cc2ccc(O)cc2)N(CC2CCCCCC2)C1=S (some centres not stated)
    -2	3	-8	-6	-14	-3	-5	-0.4	4	4
CCn1c(SCC(=O)c2ccc(Cl)s2)nnc1-c1cccs1
    2	0	-49	-4	13	-7	0	0.5	4	-7
COc1cc2c3nc4n(c(=O)c3n(CC(=O)NCC3CCCO3)c2cc1OC)CCS4 (configuration not stated)
    4	-10	0	5	10	-39	-1	2.1	-7	-21
Cc1ccc(S(=O)(=O)NCCc2nnc(SCc3cccnc3)n2C)cc1
    -1	-5	3	1	0	-7	8	-0.9	-3	-2
COc1ccc(CCNC(=O)c2c(O)c3ccccc3[nH]c2=O)cc1OC
    0	3	10	4	4	-6	-6	-0.4	-1	-1
CC(OC(=O)[C@H](C)N=C1NS(=O)(=O)c2ccccc21)C(=O)Nc1ccc(F)c(F)c1F (some centres not stated)
    -2	7	-4	-5	-9	2	7	-0.1	-7	1
CCN(CC)C(=O)c1csc(COCCO)n1
    2	-2	0	-4	3	0	-6	-0.5	6	6
